Mot1-301 SUMO: yeast Mot1-301 growth rescue at high temperature, primary screen, SUMOylation pathway inhibitor project, S. cerevisiae, ATP luminescence, 38.5C; S. cerevisiae Mot1-301 growth rescue; percent above DMSO median, 100 means doubled; growth rescue, % at 18.8 µM; actives 1% (n = 320,000);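 active = every valid replicate shows activation above 250% relative to neutral control wells; inactive = the rest, any valid replicate at or below 250%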;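 note: OY570 slx delta 5 strain wells were the positive control but not used for scaling; some compounds called inactive have numbers as strong as hits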
PvdQ inh: P. aeruginosa PvdQ acylase inhibitors, primary screen, biochemical, fluorescence, plate reader and imaging, single point | purified PvdQ acylase | actives 0.063% (n = 340,000) | PvdQ acylase [Pseudomonas aeruginosa LESB58] | inhibition, % at 10 µM; in the data active = inhibition above about 30%, passing the limit was not always enough; inconclusive = no clear call, values can overlap the other calls;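 note: 0% = vehicle neutral wells and 100% = reference inhibitor wells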
NSD2 inh: NSD2 histone methyltransferase inhibitors, primary screen, biochemical, AlphaScreen, single concentration, set 2; Histone-lysine N-methyltransferase NSD2 (Homo sapiens), O96028; NSD2 peptide methylation, 120 min; inhibition, % at 12.5 µM; actives 0.54% (n = 310,000); AID 743445, 2014; in the data active = inhibition above about 50%
dFosB activator: activators of delta FosB homodimer, primary screen, biochemical, fluorescence polarization, TAMRA-CDK5 oligo, single point; Protein FosB (Mus musculus), P13346; purified delta FosB; percent of positive-control signal above neutral wells; activation, % at 25 µM; actives 0.99% (n = 340,000);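 active = mean activation above about 17%, with every replicate also reaching it, limit read from the data, passing the limit was not always enough; inconclusive = only one of the two conditions met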;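 note: fluorescence polarization rise as delta FosB binds a TAMRA Cdk5 AP-1 oligo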
Target sequence (P13346 whole entry, looked up): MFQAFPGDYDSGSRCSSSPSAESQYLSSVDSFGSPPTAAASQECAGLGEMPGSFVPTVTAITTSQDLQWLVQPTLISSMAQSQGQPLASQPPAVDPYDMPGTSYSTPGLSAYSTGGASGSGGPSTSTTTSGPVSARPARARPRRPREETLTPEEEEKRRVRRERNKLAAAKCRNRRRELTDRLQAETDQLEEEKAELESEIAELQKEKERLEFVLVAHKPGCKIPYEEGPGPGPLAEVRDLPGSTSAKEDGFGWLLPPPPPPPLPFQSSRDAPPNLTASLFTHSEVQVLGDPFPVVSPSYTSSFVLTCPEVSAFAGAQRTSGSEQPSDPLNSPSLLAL
Keap1 Nrf2 FP: Keap1-Nrf2 protein-protein interaction inhibitors, primary screen, biochemical, fluorescence polarization, single point; Kelch-like ECH-associated protein 1 (Homo sapiens), Q14145; Keap1 Kelch-Nrf2 peptide fluorescence polarization, 1536-well; inhibition, % at 9.4 µM; actives 0.15% (n = 340,000); in the data active = inhibition above about 12%; inconclusive = no clear call, values can overlap the other calls; inactive = below about 7.3%;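 note: human Keap1 Kelch domain with fluorescein labeled Nrf2 9mer peptide probe; 0% = neutral control wells and 100% = peptide positive control; higher means more block of Keap1 binding to Nrf2 peptide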
CDK5 inh: inhibitors of human CDK5/p35 kinase, primary screen, biochemical, single concentration | Recombinant CDK5/p35, ADP-Glo luminescence, 60 min | inhibition, % at 10 µM | actives 0.01% (n = 330,000) | AID 488839, 2010;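 active = highest replicate inhibition of at least 50% and at least 75% of replicates reaching 50%; inconclusive = only one of the two criteria met; inactive = both criteria failed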;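 note: plate controls were DMSO neutral control for no effect and GW8510 at 10 µM for full effect; many of its hits are not listed in these tables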
Target sequence (Q00535 whole entry, looked up): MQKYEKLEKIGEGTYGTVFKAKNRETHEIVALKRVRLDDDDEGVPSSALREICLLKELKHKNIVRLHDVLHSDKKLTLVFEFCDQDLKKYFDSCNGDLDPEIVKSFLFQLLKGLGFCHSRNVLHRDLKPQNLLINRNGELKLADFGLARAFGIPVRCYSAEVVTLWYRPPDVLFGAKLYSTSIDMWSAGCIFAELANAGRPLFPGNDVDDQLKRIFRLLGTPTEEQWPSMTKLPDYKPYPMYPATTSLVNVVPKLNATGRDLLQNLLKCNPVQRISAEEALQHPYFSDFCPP
Target sequence (Q15078 whole entry, looked up): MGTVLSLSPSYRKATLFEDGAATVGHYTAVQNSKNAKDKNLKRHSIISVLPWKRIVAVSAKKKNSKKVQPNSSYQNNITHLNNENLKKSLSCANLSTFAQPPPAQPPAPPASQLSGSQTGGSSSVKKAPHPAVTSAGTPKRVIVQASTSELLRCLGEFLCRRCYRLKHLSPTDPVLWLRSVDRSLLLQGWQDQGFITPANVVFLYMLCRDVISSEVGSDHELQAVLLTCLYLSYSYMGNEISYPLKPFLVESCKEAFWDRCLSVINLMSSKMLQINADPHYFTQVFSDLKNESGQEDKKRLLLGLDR
cardiac RTF act: cardiac RTF calcium sensitivity activators, primary screen, biochemical, IANBD-TnC fluorescence, EC20 calcium; IANBD-labeled TnC RTF fluorescence at EC20 calcium; 0% EC20 calcium, 100% full calcium; activation, % at 7.2 µM; actives 0.24% (n = 340,000);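 active = activation above the mean over all tested compounds plus 3 SD, cut at about 30% in these data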;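 note: rise in fluorescence read as greater calcium sensitivity of cardiac thin filaments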
PfHsp90 yeast 2: growth inhibition of PfHsp90-expressing yeast, primary screen, antimalarial PfHsp90 inhibitor project, S. cerevisiae, BacTiter-Glo luminescence, single point, set 2; BacTiter-Glo ATP, 48 h; yeast lacking PDR1 and PDR3 efflux regulators; inhibition, % at 9.4 µM; actives 0.32% (n = 310,000); AID 504621, 2011;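 active = every replicate shows inhibition above about 80%, whatever the replicate mean, limit read from the data; inconclusive = mean inhibition reaches the set limit but some replicate falls short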;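 note: 0% = DMSO neutral controls and 100% = 20 µM radicicol positive controls; yeast relying on Plasmodium falciparum Hsp90 in place of its own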
Cardiac RTF inh: cardiac RTF calcium sensitivity inhibitors, primary screen, biochemical, IANBD-TnC fluorescence, EC70 calcium; Troponin I, cardiac muscle (Homo sapiens) + Troponin T, cardiac muscle (Homo sapiens) + …; inhibition, % at 7.15 µM; IANBD-labeled cardiac RTF, Ca2+ fluorescence; AID 493244, 2011; actives 0.12% (n = 340,000);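 active = inhibition above the mean inhibition of all tested compounds plus 3 SD, cut at about 17% in these data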;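 note: assay run at fixed EC70 calcium of 1.6 mM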
LANA DNA inh: inhibitors of KSHV C-LANA binding to DNA, primary screen, biochemical, fluorescence polarization, FAM-LBS DNA, MBP-C-LANA, single point | inhibition, % at 9 µM | actives 0.078% (n = 340,000) | AID 504423, 2011;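 active = highest replicate inhibition at or above 60% at 9 µM, even if other replicates fall short; inactive = all replicates below 60% inhibition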;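 note: 0% = neutral control wells and 100% = 4 µM acridine orange control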
Rtt109 Vps75: inhibitors of C. albicans Rtt109/Vps75 HAT, primary screen, biochemical, ThioGlo CoA-SH fluorescence, plate reader | Histone acetyltransferase RTT109 (Candida albicans (strain SC5314 / ATCC MYA-2876)), … | purified Rtt109/Vps75, 4 h | inhibition, % at 34.9 µM | actives 0.16% (n = 330,000);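 active = inhibition of at least 50% in every replicate; inconclusive = best replicate reaches 50% inhibition but some replicates fall short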
* = called active by the depositor.

`O=c1cc(O)c2sc3nc4c(c(C(F)(F)F)c3c2[nH]1)CCCCC4` gave Mot1-301 SUMO 3, PvdQ inh -10, NSD2 inh 2, dFosB activator -3, Keap1 Nrf2 FP -5, CDK5 inh -1.3, cardiac RTF act 4, PfHsp90 yeast 2 7, Cardiac RTF inh -4, LANA DNA inh 0.1 and Rtt109 Vps75 -4.
Screening CCc1ccc(NC(=O)C(C)OC(=O)Cc2cc(OC)c(OC)c(OC)c2)cc1 (stereo not given) returned PvdQ inh -6, NSD2 inh -2, dFosB activator -8, Keap1 Nrf2 FP 1, CDK5 inh 0.9, cardiac RTF act 5, PfHsp90 yeast 2 15, Cardiac RTF inh -11, LANA DNA inh -1.4 and Rtt109 Vps75 -1.
CCOC(=O)N1CCN(C(=O)c2cc(S(=O)(=O)N3CCCC3)cn2C)CC1 was read as Mot1-301 SUMO 118, PvdQ inh 0, dFosB activator 3, Keap1 Nrf2 FP 0, CDK5 inh 0.9, cardiac RTF act 4, PfHsp90 yeast 2 -33, Cardiac RTF inh 6, LANA DNA inh -0.6 and Rtt109 Vps75 9.
Screening Cc1ccc2c(c1)C1CN(C)CCC1N2C(=O)c1ccccc1NS(=O)(=O)c1ccc(F)cc1 (stereo not given) returned Mot1-301 SUMO 2, PvdQ inh -3, dFosB activator -2, Keap1 Nrf2 FP -4, CDK5 inh -0.6, cardiac RTF act 6, PfHsp90 yeast 2 -24, Cardiac RTF inh -3, LANA DNA inh -1.1 and Rtt109 Vps75 7.
CC(C)CN(CC(C)C)C(=O)C12CCC(C)(C(=O)C1)C2(C)C (stereo not given) was read as Mot1-301 SUMO -8, PvdQ inh -18, NSD2 inh 1, dFosB activator -9, Keap1 Nrf2 FP -4, CDK5 inh -1.7, cardiac RTF act 1, PfHsp90 yeast 2 36, Cardiac RTF inh -10, LANA DNA inh 0.3 and Rtt109 Vps75 -5.
`CC(C)(C)C(=O)NC1CCN(S(=O)(=O)c2ccccc2F)CC1` gave Mot1-301 SUMO -4, PvdQ inh 1, dFosB activator 9, Keap1 Nrf2 FP 1, CDK5 inh 0.5, cardiac RTF act -6, PfHsp90 yeast 2 4, Cardiac RTF inh -2, LANA DNA inh 2.8 and Rtt109 Vps75 -4.
For COc1cc(C(C(=O)NC2CCCC2)N(C(=O)c2ccco2)c2ccccc2C(C)=O)cc(OC)c1OC (stereo not given) the results were Mot1-301 SUMO -13, PvdQ inh -7, NSD2 inh 5, dFosB activator -1, Keap1 Nrf2 FP 0, CDK5 inh -0.8, cardiac RTF act 3, PfHsp90 yeast 2 -27, Cardiac RTF inh -3, LANA DNA inh 0.2 and Rtt109 Vps75 -8.
CCc1ccccc1NC(=O)C1NC(=O)CC1c1ccccc1 (stereo not given) was read as Mot1-301 SUMO 3, PvdQ inh -4, dFosB activator 0, Keap1 Nrf2 FP 0, CDK5 inh 0.3, cardiac RTF act 2, PfHsp90 yeast 2 30, Cardiac RTF inh -3, LANA DNA inh -1.4 and Rtt109 Vps75 -9.
CCOc1ccc(C(O)c2nccn2Cc2ccccc2)cc1 (stereo not given) was read as Mot1-301 SUMO 7, PvdQ inh 0, NSD2 inh 1, dFosB activator 7, Keap1 Nrf2 FP -9, CDK5 inh 0.3, cardiac RTF act 3, PfHsp90 yeast 2 20, Cardiac RTF inh 2, LANA DNA inh -1.1 and Rtt109 Vps75 0.
`CCOc1ccc(-c2cccc(NS(=O)(=O)c3cc([N+](=O)[O-])ccc3C)c2)nn1` gave Mot1-301 SUMO 7, PvdQ inh -4, NSD2 inh 3, dFosB activator -10, Keap1 Nrf2 FP 4, CDK5 inh -0.4, cardiac RTF act -5, PfHsp90 yeast 2 4, Cardiac RTF inh -14, LANA DNA inh -0.9 and Rtt109 Vps75 -4.
For CN1CCN(c2oc(-c3ccco3)nc2S(=O)(=O)c2ccccc2)CC1 the results were Mot1-301 SUMO 233, PvdQ inh -16, dFosB activator -4, Keap1 Nrf2 FP 2, CDK5 inh -1.6, cardiac RTF act 4, PfHsp90 yeast 2 12, Cardiac RTF inh -5, LANA DNA inh 1.7 and Rtt109 Vps75 12.
CC1Cc2ccccc2N1CC(=O)Nc1ccc(Cl)c(S(=O)(=O)N(C)C)c1 (stereo not given) was read as PvdQ inh -15, NSD2 inh 0, dFosB activator -21, Keap1 Nrf2 FP -1, CDK5 inh -2.0, cardiac RTF act -4, PfHsp90 yeast 2 6, Cardiac RTF inh 2, LANA DNA inh -1.3 and Rtt109 Vps75 10.
Screening CC(=O)Nc1c(O)n(C)c2ccccc12 returned Mot1-301 SUMO 7, PvdQ inh 7, NSD2 inh 15, dFosB activator 0, Keap1 Nrf2 FP 1, CDK5 inh 0.9, cardiac RTF act 5, PfHsp90 yeast 2 12, Cardiac RTF inh 1, LANA DNA inh 1.9 and Rtt109 Vps75 -5.
Screening CC(=O)N1CCN(C2=NC(=O)C(=C3CCCCC3)S2)CC1 returned Mot1-301 SUMO 16, PvdQ inh -14, NSD2 inh 1, dFosB activator 6, Keap1 Nrf2 FP 0, CDK5 inh 0.1, cardiac RTF act 0, PfHsp90 yeast 2 10, Cardiac RTF inh -5, LANA DNA inh 0.1 and Rtt109 Vps75 0.
`O=C(O)c1ccccc1-c1c2cc(I)c(=O)c(I)c-2oc2c(I)c(O)c(I)cc12` gave Mot1-301 SUMO -12, PvdQ inh -8, dFosB activator inconclusive, Keap1 Nrf2 FP -339, CDK5 inh -5.3, cardiac RTF act 501*, PfHsp90 yeast 2 18, Cardiac RTF inh inactive, LANA DNA inh -26 and Rtt109 Vps75 1.
Cc1cc(=O)n(CC(=O)Nc2cc(Cl)ccc2C)c(C(C)C)n1 was read as Mot1-301 SUMO 5, PvdQ inh -12, NSD2 inh -1, dFosB activator -1, Keap1 Nrf2 FP -5, CDK5 inh -0.8, cardiac RTF act -2, PfHsp90 yeast 2 4, Cardiac RTF inh -14, LANA DNA inh 0.2 and Rtt109 Vps75 -1.
Screening O=C(CSc1nc2ccccc2nc1N1CCOCC1)N1CCN(c2ccccc2)CC1 returned Mot1-301 SUMO -1, PvdQ inh -13, dFosB activator -6, Keap1 Nrf2 FP -2, CDK5 inh -2.0, cardiac RTF act 0, PfHsp90 yeast 2 -11, Cardiac RTF inh 0, LANA DNA inh 0.8 and Rtt109 Vps75 -4.
`CC(C)c1nnc(NC(=O)C2CCN(c3nc4ccccc4s3)CC2)s1` gave Mot1-301 SUMO 4, PvdQ inh -8, NSD2 inh -1, dFosB activator -2, Keap1 Nrf2 FP 6, CDK5 inh 3.5, cardiac RTF act -4, Cardiac RTF inh -4, LANA DNA inh 1.5 and Rtt109 Vps75 -5.
CCCCN(C1CCS(=O)(=O)C1)S(=O)(=O)c1cc(C)ccc1C (stereo not given) was read as Mot1-301 SUMO -15, PvdQ inh 1, NSD2 inh 3, dFosB activator 3, Keap1 Nrf2 FP 4, CDK5 inh -0.6, cardiac RTF act -3, PfHsp90 yeast 2 16, Cardiac RTF inh -4, LANA DNA inh 0.4 and Rtt109 Vps75 9.
For CC(C)(CNC(=O)c1cc2c(s1)CCCC2)N1CCOCC1 the results were PvdQ inh -7, NSD2 inh 0, dFosB activator 3, Keap1 Nrf2 FP 1, CDK5 inh 2.0, cardiac RTF act 6, PfHsp90 yeast 2 -9, Cardiac RTF inh 2, LANA DNA inh -0.1 and Rtt109 Vps75 -4.
Cc1ccccc1CN1CCNC(=O)C1CC(=O)N(C)CCC1CCOCC1 (stereo not given) was read as Mot1-301 SUMO -18, PvdQ inh -2, NSD2 inh 2, dFosB activator -7, Keap1 Nrf2 FP -1, CDK5 inh 0.1, cardiac RTF act 5, PfHsp90 yeast 2 4, Cardiac RTF inh -9, LANA DNA inh -1.0 and Rtt109 Vps75 0.
Screening CNC(=O)/C=C1\NC(C)(C)Cc2ccccc21 returned Mot1-301 SUMO -5, PvdQ inh -14, NSD2 inh 1, dFosB activator -1, Keap1 Nrf2 FP -7, CDK5 inh -1.2, cardiac RTF act -3, PfHsp90 yeast 2 -29, Cardiac RTF inh -2, LANA DNA inh 0.3 and Rtt109 Vps75 5.
For O=C(CSc1nnc(-c2ccccn2)n1Cc1ccco1)Nc1ccc2c(c1)OCO2 the results were PvdQ inh -9, NSD2 inh 2, dFosB activator -4, Keap1 Nrf2 FP -4, CDK5 inh 1.1, cardiac RTF act 0, PfHsp90 yeast 2 -3, Cardiac RTF inh -4, LANA DNA inh -1.5 and Rtt109 Vps75 -4.
Screening CN(CC(=O)Nc1ccc(F)cc1)C(=O)c1cccc(NS(=O)(=O)c2ccccc2)c1 returned Mot1-301 SUMO 20, PvdQ inh -8, NSD2 inh -3, dFosB activator -8, Keap1 Nrf2 FP 5, CDK5 inh 1.0, cardiac RTF act -3, PfHsp90 yeast 2 0, Cardiac RTF inh 0, LANA DNA inh -0.6 and Rtt109 Vps75 0.
`CCCCN(c1ccccc1)S(=O)(=O)N(C)C` gave Mot1-301 SUMO 2, PvdQ inh -24, NSD2 inh 11, dFosB activator -3, Keap1 Nrf2 FP -2, CDK5 inh -4.2, PfHsp90 yeast 2 16, LANA DNA inh 0.5 and Rtt109 Vps75 0.
For CCc1ccccc1NC(=O)CCS(=O)(=O)c1ccc(OC)cc1 the results were Mot1-301 SUMO 5, PvdQ inh -9, NSD2 inh -2, dFosB activator -3, Keap1 Nrf2 FP 1, CDK5 inh -2.1, cardiac RTF act 1, PfHsp90 yeast 2 12, Cardiac RTF inh -1, LANA DNA inh -0.2 and Rtt109 Vps75 -31.
O=C1CCCC(O)=C1C1C2=C(CCCC2=O)Oc2ccccc21 (stereo not given) was read as Mot1-301 SUMO -14, PvdQ inh -7, NSD2 inh 46, dFosB activator 0, Keap1 Nrf2 FP -7, CDK5 inh -2.8, cardiac RTF act 1, Cardiac RTF inh -1, LANA DNA inh -0.4 and Rtt109 Vps75 2.
`CC(C)C(NC(=O)c1c(F)cccc1F)C(=O)NCC(c1ccccc1)N(C)C` (stereo not given) gave Mot1-301 SUMO 6, PvdQ inh -2, NSD2 inh -4, dFosB activator -4, Keap1 Nrf2 FP -2, CDK5 inh -0.1, cardiac RTF act 0, PfHsp90 yeast 2 -6, Cardiac RTF inh 1, LANA DNA inh 0.3 and Rtt109 Vps75 -5.

Compound activity from PubChem.

Random draw from the library. Share with any hit: about 3.2%.
